Compound activity: PubChem, Sanford-Burnham Center for Chemical Genomics
PfG6PD inh – PfG6PD (Plasmodium falciparum) enzyme inhibition; PfGluPho enzyme, NADPH resazurin-diaphorase fluorescence; inhibition, % at 20 µM; 350,000 tested, 0.78% active;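 active = inhibition reaching at least a set limit at 20 µM in the primary screen, cut at about 59% in these data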;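 note: 0% = DMSO wells with substrate and 100% = DMSO wells lacking glucose-6-phosphate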
SENP8 block-1 – inhibitors of human SENP8 protease; purified SENP8, Z-RLRGG-aminoluciferin cleavage, luminescence; inhibition, % at 10 µM; 330,000 tested, 1.2% active; AID 2540; in the data active = inhibition above about 50%
HKDC1 inh – blocks human hexokinase HKDC1 activity | recombinant HKDC1, G6PDH/diaphorase resazurin coupled fluorescence | inhibition, % at 20 µM | 340,000 tested, 0.16% active | AID 493160;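 active = inhibition above about 35% when tested at 20 µM, limit read from the data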;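 note: plate controls were DMSO wells with enzyme for no effect and DMSO wells lacking enzyme for full effect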
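Material: recombinant HKDC1 hexokinase; Amount: HKDC1 at 5 µg/mL; Medium: Tris pH 8.0 buffer with MgCl2, Tween-20, BSA, BME; Schedule: 90 min reaction incubation at room temperature, dark; Technique: coupled resazurin fluorescence, excitation 525 nm, emission 613 nm.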
SENP8 block-2 – inhibitors of human SENP8 protease | inhibition, % at 20 µM | recombinant SENP8, Nedd8 substrate fluorescence | 360,000 tested, 0.64% active | Q96LD8 | AID 602440; in the data active = inhibition mostly above about 40%, no sharp cut-off; inactive = mostly below about 27%
SENP7 inh – SENP7 protease inhibition; 330,000 tested, 1.5% active; AID 434973; recombinant SENP7, Z-RLRGG-aminoluciferin luminescence, 40 min; inhibition, % at 5 µM; Q9BQF6;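 active = inhibition above about 50% at the single test dose, limit read from the data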;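 note: plate controls were DMSO with enzyme for no effect and no enzyme buffer wells for full effect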
Target sequence (Q9BQF6 706-1050 limits assumed): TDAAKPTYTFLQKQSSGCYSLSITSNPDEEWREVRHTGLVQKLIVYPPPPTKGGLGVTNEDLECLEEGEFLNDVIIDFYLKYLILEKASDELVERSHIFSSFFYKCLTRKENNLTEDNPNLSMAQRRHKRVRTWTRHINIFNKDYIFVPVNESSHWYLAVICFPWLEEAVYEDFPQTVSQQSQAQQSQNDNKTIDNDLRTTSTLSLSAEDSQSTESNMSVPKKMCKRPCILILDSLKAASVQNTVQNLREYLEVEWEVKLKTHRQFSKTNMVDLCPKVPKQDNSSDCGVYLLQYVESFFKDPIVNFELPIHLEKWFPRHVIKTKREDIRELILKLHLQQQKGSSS
UBC13 inh – human UBC13 polyubiquitination inhibition; 330,000 tested, 0.47% active; inhibition, % at 20 µM; UBC13 polyubiquitin chain formation, TR-FRET; AID 485273; in the data active = inhibition above about 45%, passing the limit was not always enough
MIN6 prolif – MIN6 beta-cell proliferation induction | proliferation, % at 10 µM | AID 2380 | MIN6 cells proliferation, ATPlite luminescence, 48 h; cells starved in 0.2% serum; 100% = growth in 10% serum | 330,000 tested, 0.29% active;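 active = compounds whose signal lies at least 3.5 SD above the mean of all wells on their plate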;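 note: 0% = DMSO-treated cells in low-serum medium and 100% = 10% serum control; some compounds called inactive have numbers as strong as hits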
SENP1 FRET inh – inhibitors of human SENP1 SUMO protease catalytic domain; AID 624204; recombinant SENP1 catalytic domain, CyPet-SUMO1-YPet FRET cleavage; 360,000 tested, 0.21% active; inhibition, % at 10 µM; Q9P0U3;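 active = inhibition at least 30% at 10 µM, raw YFP signal under a set limit, fluorescence ratio 0.5 to 1.5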;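 note: 0% = enzyme with DMSO and 100% = no enzyme wells; some results filed as inactive read as strong as hits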
Target sequence (Q9P0U3 419-644 limits assumed): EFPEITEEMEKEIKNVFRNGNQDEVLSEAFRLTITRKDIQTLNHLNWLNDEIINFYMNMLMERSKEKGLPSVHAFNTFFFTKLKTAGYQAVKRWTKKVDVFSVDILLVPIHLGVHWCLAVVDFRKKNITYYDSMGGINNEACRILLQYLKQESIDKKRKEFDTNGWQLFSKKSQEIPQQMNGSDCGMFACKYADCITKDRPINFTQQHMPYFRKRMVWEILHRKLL
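Assay system – human recombinant His6-tagged SENP1 catalytic domain enzyme · Input – SENP1 enzyme, 20 pM final · Buffer or medium – Tris pH 8 buffer plus EDTA, NaCl, BME, BSA, NP40, catalase · Schedule – 50 min reaction at room temperature · Technique – FRET read of cyan and yellow fluorescence · Control set – no-enzyme wells low, DMSO-plus-enzyme wells high control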
SENP6 block – SENP6 protease inhibition; Q9GZR1; 330,000 tested, 1.8% active; inhibition, % at 10 µM; Recombinant SENP6 catalytic domain, aminoluciferin luminescence; AID 2599;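 active = inhibition above about 50% at the single tested dose, limit read from the data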;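 note: plate controls were DMSO wells with enzyme for no effect and DMSO wells lacking enzyme for full effect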
Target sequence (Q9GZR1 628-1112 limits assumed): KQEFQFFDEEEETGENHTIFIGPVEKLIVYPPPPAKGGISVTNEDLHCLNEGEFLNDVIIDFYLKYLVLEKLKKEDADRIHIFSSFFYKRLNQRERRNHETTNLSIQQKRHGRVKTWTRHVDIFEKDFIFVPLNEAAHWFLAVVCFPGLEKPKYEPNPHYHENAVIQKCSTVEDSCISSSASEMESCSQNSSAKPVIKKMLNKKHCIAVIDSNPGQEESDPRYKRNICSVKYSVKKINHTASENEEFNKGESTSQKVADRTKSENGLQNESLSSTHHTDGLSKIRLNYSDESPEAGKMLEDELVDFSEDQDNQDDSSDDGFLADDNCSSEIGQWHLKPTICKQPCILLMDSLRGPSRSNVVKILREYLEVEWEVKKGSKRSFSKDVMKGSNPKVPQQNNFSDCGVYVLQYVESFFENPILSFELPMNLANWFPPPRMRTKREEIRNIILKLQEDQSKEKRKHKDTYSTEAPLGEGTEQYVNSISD
Numbers without * were called inactive; . = no result given.

Preview:
SMILES | PfG6PD inh | SENP8 block-1 | HKDC1 inh | SENP8 block-2 | SENP7 inh | UBC13 inh | MIN6 prolif | SENP1 FRET inh | SENP6 block
COc1cc(CNc2ccc3[nH]c(=O)[nH]c3c2)ccc1OCc1ccccc1 | 65* | -2 | 10 | -44 | 4 | -3 | -4 | 2 | 13
COc1ccc([N+](=O)[O-])cc1N(CC(=O)NCC1CCCO1)S(C)(=O)=O (stereo not drawn) | 0 | 0 | -6 | 20 | 2 | -8 | -2 | 0 | -8
COc1ccccc1N(CC(=O)NCc1cccnc1)S(C)(=O)=O | -21 | 6 | -7 | 8 | 5 | 5 | -3 | -2 | -2
CN(Cc1nnc(SCC(=O)NCCc2ccccc2)n1C)S(=O)(=O)c1ccccc1 | 1 | -1 | -8 | 6 | -3 | 8 | -1 | -1 | -19
CC(C)c1cc(CNC(=O)c2cc(COc3cncc(Cl)c3)on2)on1 | 5 | 6 | -4 | 10 | 5 | 1 | -2 | -1 | 0
N#CCCSc1nc(N2CCOCC2)c2c(c1C#N)CCCC2 | 36 | 5 | 9 | -6 | -5 | 33 | 0 | -1 | 1
COc1ccc(C(=O)Nc2ccccc2C(=O)N2CCCCCC2)cc1 | -17 | -13 | 1 | 1 | -6 | -3 | -3 | 1 | -6

Main list, previewed entries included:
SMILES | PfG6PD inh | SENP8 block-1 | HKDC1 inh | SENP8 block-2 | SENP7 inh | UBC13 inh | MIN6 prolif | SENP1 FRET inh | SENP6 block
COc1cc(CNc2ccc3[nH]c(=O)[nH]c3c2)ccc1OCc1ccccc1 | 65* | -2 | 10 | -44 | 4 | -3 | -4 | 2 | 13
COc1ccc([N+](=O)[O-])cc1N(CC(=O)NCC1CCCO1)S(C)(=O)=O (stereo not drawn) | 0 | 0 | -6 | 20 | 2 | -8 | -2 | 0 | -8
COc1ccccc1N(CC(=O)NCc1cccnc1)S(C)(=O)=O | -21 | 6 | -7 | 8 | 5 | 5 | -3 | -2 | -2
CN(Cc1nnc(SCC(=O)NCCc2ccccc2)n1C)S(=O)(=O)c1ccccc1 | 1 | -1 | -8 | 6 | -3 | 8 | -1 | -1 | -19
CC(C)c1cc(CNC(=O)c2cc(COc3cncc(Cl)c3)on2)on1 | 5 | 6 | -4 | 10 | 5 | 1 | -2 | -1 | 0
N#CCCSc1nc(N2CCOCC2)c2c(c1C#N)CCCC2 | 36 | 5 | 9 | -6 | -5 | 33 | 0 | -1 | 1
COc1ccc(C(=O)Nc2ccccc2C(=O)N2CCCCCC2)cc1 | -17 | -13 | 1 | 1 | -6 | -3 | -3 | 1 | -6
COc1ccccc1Oc1ccc2c(c1)C(=O)N(c1cccc(O)c1)C2=O | 30 | -9 | -4 | 1 | -10 | -7 | -2 | -25 | -6
Cc1ccc(C(C)C)c(OCc2ccc(C(=O)N/N=C/c3ccc(C(=O)O)cc3)cc2)c1 | 1 | 4 | -5 | -24 | -13 | -18 | -5 | 2 | 8
Cc1ccc(C)c(NC2=NC3(CCCCC3)N=C(N)N2)c1 | -4 | -10 | -3 | 13 | -3 | -7 | -2 | 0 | -20
CCOc1ccccc1NC(=O)C1CCCC1 | -6 | . | 5 | 8 | . | . | . | 0 | .
CCCOP(=O)(c1ccc(N(C)C)cc1)C(O)c1ccc(Cl)cc1Cl (stereo not drawn) | -5 | -9 | -2 | 18 | 4 | 1 | 2 | 4 | -10
CCOc1ccc(OCCC(=O)OCC(=O)NNC(=O)c2ccccc2)cc1 | 6 | -3 | -3 | 19 | -4 | -5 | -2 | 0 | -12
CCOC(=O)c1nnn(CC(=O)Nc2cccc(OC)c2)c1C(=O)OCC | -8 | -3 | -3 | 32 | 3 | -5 | -4 | 1 | 1
Cn1c(SCC(=O)NC(c2ccccc2)c2ccccc2)nnc1-c1cccs1 | -13 | -9 | -1 | 10 | -2 | 4 | 0 | -1 | -10
C#CCSC1=C(C#N)C(c2cccs2)C(C(=O)OCC)=C(C)N1 (stereo not drawn) | 17 | 2 | -4 | -91 | 5 | 1 | -6 | -16 | -11
O=C(Nc1cnn(Cc2ccccc2)c1)c1nc2ncccn2n1 | -2 | -7 | -3 | 6 | -3 | 2 | -2 | 1 | 1
CC(OC(=O)Cc1ccc(Br)cc1)C(=O)NC1CCCCC1C (stereo not drawn) | 3 | 4 | -2 | -2 | -5 | 2 | 0 | 1 | -2
Cc1ccc2c(c1)c1c3n2CCN=C3CCC1 | 1 | -1 | 1 | -159 | 0 | 4 | 0 | 3 | -4
CCc1noc(C)c1C(=O)Nc1nc(-c2ccc(Cl)cc2Cl)cs1 | -16 | 3 | -7 | 15 | 1 | 5 | -6 | 1 | 11
COc1ccc(Br)cc1C(=O)N/N=C/c1ccc([N+](=O)[O-])cc1 | 2 | -1 | -3 | 16 | -4 | -2 | 1 | 3 | -12
CC1(C)CC(NCc2cccc([N+](=O)[O-])c2)CC(C)(C)N1 | 6 | 0 | -4 | 22 | 7 | 3 | 5 | 0 | -5
CCOc1ccc(NS(=O)(=O)c2ccc(C(=O)NC3CCN(Cc4ccccc4)CC3)cc2)cc1 | 9 | -7 | -1 | 7 | -8 | 9 | -4 | 0 | -15
CCCSc1cc(NCCOC(C)=O)c([N+](=O)[O-])c2nonc12 | 24 | -7 | 7 | 26 | 8 | -19 | 0 | -23 | 0
S=c1[nH]nc(C2CCCCC2)n1Cc1ccccc1 | 29 | 6 | -3 | 18 | 3 | 3 | -2 | 1 | 5
COc1c(C)oc2cc(O)ccc2c1=O | -21 | 4 | -3 | -426 | 0 | 20 | 0 | -2 | -1
Cn1nc(CC(=O)NC2CCCCC2)c2ccccc2c1=O | -3 | 3 | -11 | -6 | 8 | 3 | -3 | 0 | 3
O=C(NC1CCCN(Cc2ccc(Cl)cc2)C1)C1CCC1 (stereo not drawn) | -5 | -7 | -5 | 20 | 1 | -3 | -1 | 0 | 14
COc1ccc(/C=N/NS(=O)(=O)c2ccc(F)cc2)cc1CN1CCSCC1 | -4 | -1 | -1 | 7 | 1 | 1 | 5 | 2 | -12
COc1ccc(C(C)=O)cc1CC(=O)N(Cc1ccccc1)c1ccccc1 | 10 | 4 | -2 | -1 | 0 | -4 | 0 | -1 | -3
Cc1nc2sc(C(c3cccc(F)c3)N3CC(C)OC(C)C3)c(O)n2n1 (stereo not drawn) | -4 | -1 | -6 | 16 | 0 | -10 | -1 | 1 | -13
Cc1c(CCC(=O)NCCCn2ccnc2)c(=O)oc2c(C)c3occ(C(C)(C)C)c3cc12 | 3 | -9 | 1 | -284 | -13 | 9 | -8 | 2 | -11
NC(=O)CC(NC(=O)Cc1cccc2ccccc12)c1ccc(NCc2ccc(F)cc2)c([N+](=O)[O-])c1 (stereo not drawn) | 4 | -8 | -3 | 25 | -5 | -16 | -2 | 6 | -5
O=C1COc2ccc(C(=O)COc3ccc([N+](=O)[O-])cc3)cc2N1 | 3 | 4 | -7 | 36 | 3 | 5 | 1 | 1 | -6
O=C(C1CC1)N1CCc2cc(S(=O)(=O)NCC3COc4ccccc4O3)ccc21 (stereo not drawn) | 12 | -10 | 1 | 19 | -14 | -3 | -2 | 5 | -11
O=C(CCn1c(=S)[nH]c2ccccc2c1=O)Nc1ccc(F)cc1 | -5 | -5 | 5 | 16 | 4 | 10 | 1 | 3 | 12
Cc1cc(C)n2nc(CNS(=O)(=O)c3ccc(F)cc3)nc2n1 | 0 | 4 | -3 | 4 | 1 | 4 | -3 | -2 | 26
O=C1CC(N2CCN(c3cccc(C(F)(F)F)c3)CC2)C(=O)N1c1ccccc1 (stereo not drawn) | -5 | -7 | -1 | -25 | 1 | -15 | -4 | -1 | 5
CC(C)c1ccc(NC2CCCN(C(=O)CSc3nncn3C)C2)cc1 (stereo not drawn) | 9 | 1 | 1 | 3 | 1 | -3 | -3 | 2 | -11
CCn1nnc2cc(C(=O)N(CCOC)CC(=O)Nc3cccc(C)c3C)ccc21 | -10 | 5 | -4 | 11 | 5 | 6 | -2 | 0 | 0
O=C(NCCc1ccc(C(F)(F)F)cc1)c1ccc2c(c1)OCO2 | 0 | 3 | -5 | 3 | 5 | -5 | 0 | 1 | 8
CCOC(=O)c1c(NC(=S)Nc2ccc(F)cc2)sc2c1CCC2 | -6 | -13 | -6 | 8 | -22 | 7 | -3 | -18 | -20
Cc1sc(NC(=O)CN2CCN(c3ccccn3)CC2)c(C#N)c1C | 2 | -12 | 3 | -9 | -3 | -5 | 0 | -6 | -8
NC(=O)/C(=C\c1cccnc1)NC(=O)c1ccccc1 | -14 | 3 | -9 | 1 | 9 | 5 | -2 | -2 | -9
O=C(COc1cccnc1[N+](=O)[O-])NCc1cccs1 | 12 | 1 | -4 | 16 | -6 | 6 | -3 | -1 | -9
COc1ccccc1NC(=O)c1ccc2[nH]c(C)c(C)c2c1 | 81* | 5 | -4 | 2 | -7 | 5 | 2 | -2 | -2
O=C(NN=Cc1ccccc1)NN=Cc1ccccc1 | -8 | . | -8 | 15 | . | . | . | 0 | .
CCN1CCN(c2ccc([N+](=O)[O-])cc2C(=O)c2ccc(Cl)cc2)CC1 | 11 | 4 | -5 | 40 | -3 | 12 | -4 | -1 | -14
COc1ccc2c3c1O[C@H]1C[C@@H](O)C=C[C@@]31CCN(C)C2 | -2 | 3 | -7 | 12 | 1 | 2 | -1 | 3 | -1
CCC(Sc1nnc(-c2ccco2)n1C)C(=O)Nc1nnc(C)s1 (stereo not drawn) | 2 | 0 | -4 | 4 | -3 | 6 | 0 | 0 | 0

(list continues)
SMILES | PfG6PD inh | SENP8 block-1 | HKDC1 inh | SENP8 block-2 | SENP7 inh | UBC13 inh | MIN6 prolif | SENP1 FRET inh | SENP6 block
Cc1cc2c(Nc3cccc(O)c3)ncnc2s1 | 14 | -20 | -2 | -15 | -16 | 5 | -1 | -4 | -11
CC(OC(=O)/C=C/c1ccc(Br)cc1)C(=O)N1CCOCC1 (stereo not drawn) | -10 | 5 | 2 | 15 | -3 | 0 | -1 | -1 | 3
O=C(CC1C(=O)NCCN1Cc1c(F)cccc1Cl)NC1CCCC1 (stereo not drawn) | -5 | -5 | -6 | 12 | -1 | -5 | -1 | 0 | -5
Cc1cc2c(NCCc3ccccc3)ncnc2s1 | -3 | -7 | 2 | 8 | 8 | 0 | -4 | -4 | -14
O=C(/C=C/c1ccc(Cl)c([N+](=O)[O-])c1)c1ccc(O)cc1 | 6 | 3 | 13 | 29 | -42 | -9 | -6 | 2 | -7
Cc1ccccc1N1CCN(C2CCCN(C(=O)c3ccnn3C)C2)CC1 (stereo not drawn) | -9 | -9 | -7 | 1 | -7 | -9 | -5 | 0 | -6
COCCN(C(=O)COC(=O)CCSc1ccc(F)cc1)c1c(N)n(Cc2ccccc2)c(=O)[nH]c1=O | 3 | -10 | -4 | 17 | 5 | -3 | 5 | -1 | -14
Cc1cc(C(=O)OCC(=O)N2CC(C)CC(C)C2)c(C)o1 (stereo not drawn) | 5 | -1 | -2 | 18 | 2 | 3 | 4 | -1 | -11
COc1cc(-c2cn(S(=O)(=O)c3cccc4nsnc34)nc2N)cc(OC)c1OC | 3 | 2 | 6 | 7 | 4 | 1 | -2 | 1 | -12

Hits appear at their usual frequency, and some 4% of all compounds hit somewhere here.
